PPARg SRC-2 ag: agonists of PPARg-SRC-2 recruitment, primary screen, biochemical, HTS; 200,000 compounds, 0.34% hits; AID 1032, 2008; Peroxisome proliferator-activated receptor gamma (Homo sapiens), P37231; PPARgamma LBD-SRC-2 recruitment; activation, % at 8 µM; in the data active = activation above about 22%;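 also: 0% = vehicle and 100% = reference agonist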
Target sequence (P37231 whole entry, looked up, the tested form may be a part): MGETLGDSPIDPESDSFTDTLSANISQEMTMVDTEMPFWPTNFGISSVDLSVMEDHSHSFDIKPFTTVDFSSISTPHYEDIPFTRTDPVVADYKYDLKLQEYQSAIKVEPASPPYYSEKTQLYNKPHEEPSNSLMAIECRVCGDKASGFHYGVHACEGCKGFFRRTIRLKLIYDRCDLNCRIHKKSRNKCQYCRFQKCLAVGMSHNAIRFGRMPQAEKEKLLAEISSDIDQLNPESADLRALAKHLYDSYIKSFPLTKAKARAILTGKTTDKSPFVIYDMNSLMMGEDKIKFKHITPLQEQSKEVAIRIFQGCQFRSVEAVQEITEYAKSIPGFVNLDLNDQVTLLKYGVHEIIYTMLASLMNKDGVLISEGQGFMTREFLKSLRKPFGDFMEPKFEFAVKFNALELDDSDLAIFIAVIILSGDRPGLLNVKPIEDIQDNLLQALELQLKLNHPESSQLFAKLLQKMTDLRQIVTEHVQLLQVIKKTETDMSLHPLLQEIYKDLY
PPARg SRC-1 ag: PPARgamma agonists recruiting SRC-1 coactivator, primary screen, biochemical; 200,000 compounds, 0.41% hits; activation, % at 8 µM; Peroxisome proliferator-activated receptor gamma (Homo sapiens), P37231; AID 631, 2007; PPARgamma-SRC-1 coactivator recruitment biochemical assay; in the data active = activation above about 19%;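 also: 0% = DMSO and 100% = reference agonist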
PPARg SRC-3 ag: PPARgamma agonists recruiting SRC-3 coactivator, primary screen, biochemical | Peroxisome proliferator-activated receptor gamma (Homo sapiens), P37231 | biochemical PPARgamma/SRC-3 coactivator recruitment assay | activation, % at 8 µM | 200,000 compounds, 0.26% hits | AID 731, 2007; in the data active = activation above about 23%;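 also: 0% = DMSO and 100% = reference agonist; some compounds past the cut are filed as inactive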
bIAP act: bovine intestinal alkaline phosphatase activators, primary screen, biochemical, bovine IAP, CDP-star luminescence. alkaline phosphatase, intestinal [Bos taurus]. purified bovine IAP, 30 min; stronger effect = higher value; fold of DMSO-control signal, blank-subtracted. activation factor at 20 µM. 200,000 compounds, 0.17% hits;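 active = activation factor of 2 or more at 20 µM, a signal rise over negative controls twice the positive control's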
HMGR II inh: inhibitors of E. faecalis class II HMGR, primary screen, biochemical, Enterococcus faecalis. HMG-CoA reductase (Enterococcus faecalis, mvaE). purified E. faecalis HMGR, NADPH absorbance 340 nm kinetic. inhibition, % at 10 µM. 190,000 compounds, 0.41% hits. AID 1066, 2008;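 active = inhibition above a set limit, the median over all tested compounds plus 3 SD, cut at about 9.5% in these data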;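 also: enzyme runs in reverse so mevalonate oxidation gives rising NADPH absorbance; 0% = complete reaction with DMSO and 100% = background rate lacking mevalonate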
TNAP act hi DEA: TNAP activators at high phosphate acceptor level, primary screen, biochemical, luminescence, uHTS; Alkaline phosphatase, tissue-nonspecific isozyme (Homo sapiens), P05186; purified TNAP, CDP-star luminescence, 1 M DEA, 30 min; stronger effect = higher value; 0 = EDTA background, 1 = DMSO-only activity; activation factor at 20 µM; 200,000 tested, under 10 active;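 active = activation factor at least 2 at 20 µM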
Target sequence (P05186 whole entry, looked up): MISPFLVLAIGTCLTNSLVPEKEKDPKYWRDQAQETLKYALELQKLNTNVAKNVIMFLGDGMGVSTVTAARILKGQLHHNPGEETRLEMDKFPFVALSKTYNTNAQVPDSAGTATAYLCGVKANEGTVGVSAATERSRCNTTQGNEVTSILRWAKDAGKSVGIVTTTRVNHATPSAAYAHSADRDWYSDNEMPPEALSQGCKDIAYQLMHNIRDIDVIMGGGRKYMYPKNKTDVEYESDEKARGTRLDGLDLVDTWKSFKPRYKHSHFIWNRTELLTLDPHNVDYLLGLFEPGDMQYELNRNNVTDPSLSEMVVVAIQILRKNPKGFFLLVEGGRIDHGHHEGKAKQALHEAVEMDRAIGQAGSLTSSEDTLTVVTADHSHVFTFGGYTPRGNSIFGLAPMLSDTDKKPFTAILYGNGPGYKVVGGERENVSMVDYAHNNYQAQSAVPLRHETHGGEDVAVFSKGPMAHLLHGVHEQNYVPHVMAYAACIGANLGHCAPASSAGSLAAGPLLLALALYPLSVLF
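system = human TNAP | amount = enzyme diluted 1/800 final | reagent = 100 µM CDP-star substrate | signal = luminescent substrate turnover signal | dosing = one dose, 20 µM | benchmarks = EDTA negative control, DMSO positive control | measure = activation factor | timing = 30 min reaction, room temperature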
bIAP inh: bovine intestinal alkaline phosphatase inhibitors, primary screen, selectivity assay for TNAP inhibitor project, biochemical, bovine IAP, CDP-star luminescence; 190,000 tested, under 10 active; alkaline phosphatase, intestinal [Bos taurus]; inhibition, % at 20 µM; AID 1019, 2008; purified bovine IAP, 30 min;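 active = over 50% inhibition of intestinal alkaline phosphatase at 20 µM in the single-dose screen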
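Assay system: bovine IAP enzyme; medium: DEA buffer 100 mM, pH 9.8, with MgCl2 1.0 mM, ZnCl2 0.02 mM; doses: 20 µM single dose; incubation: enzyme reaction for 30 min at room temperature; detection: CDP-star luminescence signal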
TNAP inh noacc: human TNAP enzyme inhibitors, primary screen, biochemical, luminescent, no phosphate acceptor, uHTS; Alkaline phosphatase, tissue-nonspecific isozyme (Homo sapiens), P05186; purified TNAP, CDP-star luminescence, 30 min; inhibition, % at 20 µM; 200,000 compounds, 0.26% hits;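 active = tissue-nonspecific alkaline phosphatase inhibition above about 50% at 20 µM in the single-dose screen, limit read from the data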;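 also: 0% = DMSO negative control and 100% = EDTA positive control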
TNAP inh hi DEA: human TNAP enzyme inhibitors, primary screen, biochemical, luminescent, high phosphate acceptor level, uHTS | AID 1135, 2008 | inhibition, % at 20 µM | purified TNAP, CDP-star luminescence, 1 M DEA | 200,000 compounds, 0.03% hits;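 active = over 50% inhibition of tissue-nonspecific alkaline phosphatase at 20 µM in the single-dose screen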;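 also: plate controls were DMSO wells for no effect and EDTA-quenched wells as full inhibition for full effect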
TR-FRET SRC-2 ct: TR-FRET signal artefacts, primary screen, artefact control for PPARgamma SRC-2 agonist project, biochemical; TR-FRET artefact counter-screen; stronger effect = higher value; AID 1049, 2008; TR-FRET ratio at 8 µM; 200,000 compounds, 0.4% hits; in the data active = TR-FRET ratio above about 2000; also: inactives centre near 1500
An asterisk follows results filed as active; / = no result given.

SMILES	PPARg SRC-2 ag	PPARg SRC-1 ag	PPARg SRC-3 ag	bIAP act	HMGR II inh	TNAP act hi DEA	bIAP inh	TNAP inh noacc	TNAP inh hi DEA	TR-FRET SRC-2 ct
O=c1[nH]c(=O)n(-c2ccccc2)c2c1C(C(F)(F)F)(C(F)(F)F)N=C(CCC1CCCCC1)N2	-1	0	-2	0.9	-4	1	7	-12	1	1257
CCCS(=O)(=O)N1CCC(C(=O)NCc2ccc3c(c2)OCO3)CC1	2	8	2	1	2	1	-5	-17	-2	1452
NC(=O)N/N=C/c1c(F)c(F)c(F)c(F)c1F	2	3	6	1	-5	1	2	-12	-5	1464
N#C/C(=C\c1cn(-c2ccccc2)nc1-c1ccccc1)S(=O)(=O)c1ccccc1	3	8	2	0.9	-3	0.9	10	-10	5	1484
COc1cccc(C(=O)NCC(c2cccnc2)N2CCN(c3ccccc3OC)CC2)c1 (stereo not drawn)	12	-5	8	/	-1	/	/	/	/	1566
Cc1cc(C(=O)CN2C(=O)C(=O)N(Cc3ccccc3)C2=O)c(C)n1CC1COc2ccccc2O1 (stereo not drawn)	14	10	2	1.2	-2	1	-19	0	-4	1667
O=C(C1CCC(=O)N1Cc1ccccc1Cl)N1CCN(c2ccc(F)cc2)CC1 (stereo not drawn)	9	12	12	1	-8	1.1	5	-13	-7	1629
COC(=O)c1cc2ccsc2n1CC(=O)N(C)C1CCCCC1	13	0	8	1	-6	1	0	2	0	1642
CC(=O)c1c(C)nc(-c2ccc(Cl)cc2)nc1NC(=O)C(C)C	1	1	20	0.9	-3	1.1	12	-16	-7	1439
CC(C)c1ccc(-c2cc(C(=O)N3N=C(C(F)F)CC3(O)C(F)F)c3ccccc3n2)cc1 (stereo not drawn)	3	0	1	1.2	-1	1	-19	-6	0	1492
Cc1c(CN(C)C(=O)c2sc3cc(Cl)ccc3c2Cl)cnn1C	3	8	-4	1	-1	0.9	2	9	7	1562
O=C(Cn1cnc2ccccc2c1=O)Nc1cccc(-c2nnc3n2CCCCC3)c1	7	0	7	1	2	1	-2	-15	-3	1596
COc1ccc(C2C(=O)N(C3CCCCCC3)CC(=O)N2Cc2ccccc2)cc1OC (stereo not drawn)	5	8	-2	1	4	1	-2	-10	-3	1538
N=c1c(C(=O)NCc2ccc(F)cc2)cc2c(=O)n3ccccc3nc2n1CCCN1CCOCC1	-6	0	0	1	-5	1	2	-2	-1	1582
Cc1ccc2c(c1)N/C(=C(\C=C(/Cl)[N+](=O)[O-])[N+](=O)[O-])N2	8	-6	3	0.8	1	0.9	22	-11	8	1488
Cc1cc(Nc2ccc(C)c(F)c2)n2ncnc2n1	7	-3	6	1.1	-5	1.1	-9	-24	-7	1617
CC(C)CCN(C(=O)Cc1ccc(Cl)c(Cl)c1)c1c(N)n(Cc2ccccc2)c(=O)[nH]c1=O	-5	6	-3	1	-4	1	0	-2	-3	1391
O=C(c1cccnc1)n1nc(-c2ccco2)nc1NCc1cccs1	-4	-6	3	1.3	-7	1	-29	63*	-2	1777
Cc1ccc(CN(C(=O)c2sc3ccccc3c2Cl)C2CCS(=O)(=O)C2)cc1 (stereo not drawn)	-1	-1	-3	1	-5	1	3	-12	-5	1421
O=C1Cc2ccccc2C(=O)N1OCc1ccc(Cl)cc1Cl	7	9	4	1	-1	1	1	-13	0	1485
NC(=O)C1(N2CCCCC2)CCN(C(=S)Nc2ccc(F)cc2)CC1	2	-4	1	1	5	1	2	-3	-4	1573
COc1cccc(CNC(=O)CCNS(=O)(=O)c2cccc3nsnc23)c1	4	4	7	1	-11	1	4	-1	3	1680
c1ccc(OCCCn2nnc(-c3ccncc3)n2)cc1	-4	-3	-4	1	2	1	-1	-3	4	1540
Cc1ccc(OCc2nc3c4c(ncn3n2)-c2ccccc2CC42CCCC2)cc1	3	3	0	1	-1	1	-1	12	1	1560
Cn1c(=O)[nH]c(=O)c2c1nc(N1CCN(Cc3ccccc3)CC1)n2CCCc1ccccc1	12	4	16	1.1	-7	1.1	-8	6	-7	1645
COc1ccc(S(=O)(=O)N2CCN(C(=O)CCC3CCCC3)CC2)cc1	4	3	7	1	0	1	-5	-1	-4	1633
CC(C)OC(=O)C1CC(C)(O)C(=O)C(C(=O)OC(C)C)C1c1ccc([N+](=O)[O-])cc1 (stereo not drawn)	-3	11	2	1	-7	1	1	0	3	1543
COc1cc(/C=N/NC(=O)c2ccc(CN3c4cccc5cccc(c45)S3(=O)=O)cc2)cc(OC)c1O	6	6	4	1.1	0	1	-12	1	3	1391
CN1C(=O)NC(NS(=O)(=O)c2ccc(N)cc2)(C(F)(F)F)C1=O (stereo not drawn)	-5	2	3	1.1	1	1	-8	-6	-2	1542
CCSC1(SCC)N=C(N)C2(C#N)C(c3ccccc3)NC3=C(CCC3)C12C#N (stereo not drawn)	-6	-9	-4	0.9	-4	1.1	8	-13	-7	1418
N=C1/C(=C\c2ccc(-c3cccc(Cl)c3)o2)C(=O)N=C2SC=C(c3ccccc3)N12	2	-3	1	1	-8	0.9	4	27	12	1725
CCOc1ccc(NC(=S)NNC(=O)CC(C)O)cc1 (stereo not drawn)	-6	-9	2	1.2	5	1	-18	-140	-3	1514
CCOC(=O)c1cc(-c2cc3ccccc3o2)n[nH]1	2	-4	-6	1.2	-2	1	-20	-15	-3	1352
COC(=O)c1cc2n(n1)CCN(Cc1ccc(F)cc1)C2=O	1	-3	-1	1	4	1	-3	-4	-4	1538
CCOc1ccc(C(=S)N2CCOCC2)cc1OCC	5	-3	3	0.9	0	1.1	13	-15	-5	1449
CCCOc1nc(C)cc(COC)c1C(N)=O	-3	1	0	1.1	-5	1	-7	-4	2	1453
Cc1nc(C(=O)Nc2ccccc2Cl)cc2c1[nH]c1ccccc12	4	2	3	0.9	-3	1.1	13	-8	-6	1878
COc1cc(S(=O)(=O)NCC2CCCO2)ccc1Br (stereo not drawn)	5	5	8	0.9	1	1	11	-14	-2	1656
CC(=O)Nc1nc2c(c3c1c(=O)oc1ccccc13)CCCC2	0	0	1	0.9	-4	1	10	-11	-1	1393
N#CCC(=O)NCC1(c2ccccc2)CCCC1	9	3	0	1	-4	1	5	-11	2	1662
CN(C)CCNC(=O)/C(=C/c1ccc(-c2ccc(Cl)cc2)o1)NC(=O)c1ccccc1	7	4	2	1.1	0	1	-13	2	2	1778
O=C(Cn1c(NCCO)nc2ccccc21)c1ccccc1	-1	-2	-4	0.9	-3	1	11	-6	-2	1552
CCOC(=O)C1=C(CNCc2ccccc2Cl)NC(=O)NC1c1cccc([N+](=O)[O-])c1 (stereo not drawn)	4	4	2	0.9	-1	1	10	-5	-2	1525
COc1cc2c(cc1OC)C1=C(C#N)COCN1CC2	3	3	13	1.1	-1	1	-6	-9	-2	1498
Cc1c(NC(=O)c2ccc(Br)s2)c(=O)n(-c2ccccc2)n1C	0	-4	1	1.1	3	1	-8	-9	-5	1208
CCOc1cc(N2CCOCC2)c(OCC)cc1NC(=O)CSc1cccc[n+]1[O-]	6	5	3	0.9	5	1	6	-11	-3	1544
Cc1cc(=O)[nH]c(SCC(=O)O)c1C#N	-2	-2	8	0.9	0	1.1	10	-2	-6	1494
CCOC(=O)C1(CCCc2ccccc2)CCN(C(=O)c2ccoc2)CC1	3	7	2	0.9	1	1	8	0	-2	1425

Reformatted in markdown: entries from further up.
| Compound | PPARg SRC-2 ag | PPARg SRC-1 ag | PPARg SRC-3 ag | bIAP act | HMGR II inh | TNAP act hi DEA | bIAP inh | TNAP inh noacc | TNAP inh hi DEA | TR-FRET SRC-2 ct |
| --- | --- | --- | --- | --- | --- | --- | --- | --- | --- | --- |
| CC(=O)Nc1nc2c(c3c1c(=O)oc1ccccc13)CCCC2 | 0 | 0 | 1 | 0.9 | -4 | 1 | 10 | -11 | -1 | 1393 |
| N#CCC(=O)NCC1(c2ccccc2)CCCC1 | 9 | 3 | 0 | 1 | -4 | 1 | 5 | -11 | 2 | 1662 |
| CN(C)CCNC(=O)/C(=C/c1ccc(-c2ccc(Cl)cc2)o1)NC(=O)c1ccccc1 | 7 | 4 | 2 | 1.1 | 0 | 1 | -13 | 2 | 2 | 1778 |

(list continues)
SMILES	PPARg SRC-2 ag	PPARg SRC-1 ag	PPARg SRC-3 ag	bIAP act	HMGR II inh	TNAP act hi DEA	bIAP inh	TNAP inh noacc	TNAP inh hi DEA	TR-FRET SRC-2 ct
CCOC(=O)[C@H](CCc1ccccc1)N[C@@H](C)C(=O)N1CCC[C@H]1C(=O)O	-1	10	2	0.9	-7	1	6	-10	-2	1610
O=C(Nc1cccc(C(F)(F)F)c1)c1cccnc1	8	-2	1	0.9	-4	1	11	-10	-3	1550
CCCOC(=O)c1ccc(NC(=O)c2c(Cl)ccc(Cl)c2OC)cc1	16	4	4	0.9	2	1	8	-18	-3	1656
O=S(=O)(Nc1nc2ccccc2s1)c1ccc(Cl)s1	2	1	6	0.8	-3	1	17	-10	0	1608
COCCNC(=O)CSCc1nc(-c2ccc(SC)cc2)oc1C	3	1	5	1.1	3	1.1	-8	-6	-6	1445
COc1cc(C(=O)Nc2ccc3c(c2)OCCO3)ccc1OC(F)F	3	9	3	0.8	-8	1	18	-14	-4	1707
Cc1cc(C)c(C(=O)/C=C/c2ccco2)c(=O)[nH]1	1	-2	-3	1	-2	1	3	-5	-1	1465
Cc1ccnc(NS(=O)(=O)c2ccc(N)cc2)n1	1	-5	1	1	-5	1	-2	-4	-2	1623
CC(C)CN(CC(C)C)C(=O)C12CCC(C)(C(=O)C1)C2(C)C (stereo not drawn)	-7	-9	10	0.9	2	1	6	-6	-1	1359
OCCn1c(Cl)nc2ccccc21	2	4	-20	1	-3	1	0	-10	1	1530
CC1=NN(C(=O)COc2ccccc2)C(O)(c2cccnc2)C1 (stereo not drawn)	7	0	5	0.9	-2	1.1	6	2	-6	1460
C/C(Cn1nc([N+](=O)[O-])cc1C)=N\NC(=O)c1ccc(O)cc1O	-4	-8	3	1.1	-5	1	-7	-10	-4	1312
O=C(COc1cccc(Cl)c1)Nc1nc(-c2ccc(S(=O)(=O)N3CCOCC3)cc2)cs1	11	11	21	1.1	-2	1	-8	-3	-2	2278*
COc1cc(/C=C/C(=O)Nc2nnc(CC(C)C)s2)cc(OC)c1OC	-5	-3	-5	1.1	-2	1.1	-8	-13	-6	1539
COc1ccc(/C(C)=N/N=C(\C)c2ccc(OC)cc2OC)c(OC)c1	-7	-10	0	1.1	-5	1.1	-15	-7	-7	1386
Cc1ccc(N=C/C(C(=O)C(F)(F)F)=C(\O)c2cccs2)cc1	6	0	0	1	1	1	2	-6	-1	1472
O=C(Nc1ccon1)c1csc2ccccc12	10	2	-3	0.8	-1	1	18	-9	-2	1527

High-throughput results (PubChem)
